# TNAP inh pNP = inhibitors of human tissue-nonspecific alkaline phosphatase; inhibition, % at 20 µM; 21,000 tested, under 10 active; P05186; purified TNAP, pNPP hydrolysis, absorbance 405 nm;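 further: 0% = DMSO only wells and 100% = 1 mM levamisole wells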
# Target sequence (P05186 whole entry, looked up): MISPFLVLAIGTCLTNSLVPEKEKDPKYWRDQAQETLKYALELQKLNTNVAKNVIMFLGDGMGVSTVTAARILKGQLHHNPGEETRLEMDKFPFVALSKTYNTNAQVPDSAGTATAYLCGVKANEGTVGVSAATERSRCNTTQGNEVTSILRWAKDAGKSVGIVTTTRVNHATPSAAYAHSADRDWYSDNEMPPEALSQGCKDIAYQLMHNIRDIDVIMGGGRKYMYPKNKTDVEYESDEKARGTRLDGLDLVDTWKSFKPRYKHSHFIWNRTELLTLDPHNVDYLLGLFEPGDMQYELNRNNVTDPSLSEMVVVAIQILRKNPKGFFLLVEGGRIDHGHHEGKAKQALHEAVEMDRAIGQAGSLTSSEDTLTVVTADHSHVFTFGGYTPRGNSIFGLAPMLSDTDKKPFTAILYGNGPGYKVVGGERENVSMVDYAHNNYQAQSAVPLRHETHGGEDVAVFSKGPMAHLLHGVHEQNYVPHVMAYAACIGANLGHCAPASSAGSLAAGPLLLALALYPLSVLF
# TNAP inh Pi = inhibitors of human tissue-nonspecific alkaline phosphatase. P05186. purified TNAP, pNPP, malachite green phosphate absorbance. inhibition, % at 20 µM. 21,000 tested, under 10 active. AID 614
# * marks the source's active call; other numbers are inactive results.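 How the source made its calls: active means inhibition above 50% at the 20 µM single-dose screen; inactive means the rest.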 Some of the compounds tested; count on the stated rates, not on these rows.
SMILES,TNAP inh pNP,TNAP inh Pi
CCCc1nc2ccccc2c(=O)n1NC(=O)c1c(O)c2ccccc2[nH]c1=O,5,8
O=P(OC1CCS(=O)(=O)C1)(c1ccccc1)c1ccccc1 (centres undefined),5,1
CCOC(=O)N1CCN(C(=O)c2ccc(C#CC3(O)CCCCC3)cc2)CC1,1,6
COc1cc(NC(=O)c2cccs2)c(OC)cc1NC(=O)c1ccco1,-2,2
Cc1c(C(=O)Nc2ccccc2)oc2c1C(=O)CC(C)(C)C2,3,9
Clc1ccc(OCc2nnc(-c3ccccc3Br)o2)cc1,6,13
COCCNC(=O)CN1CCC(n2c(C)nc3cc(C(F)(F)F)ccc32)CC1,8,8
Oc1ccc2[nH]ccc2c1,4,3
Cc1cc(C)n(-c2ccc(C(=O)Nc3ccccn3)cc2)n1,5,12
Cn1c(Cn2cnc(Cl)c2Cl)nc2ccccc21,0,0
O=C1c2ccccc2-c2c1nc1c([n+]2[O-])CCCC1,2,-5
CC(C)CCn1c(N2CCOCC2)nc2c1c(=O)n(CC(N)=O)c(=O)n2C,4,12
CC(=O)N(C)c1ccc(NC(=O)c2ccco2)cc1,6,8
CS(=O)(=O)NCCC1=CCCCC1,0,13
Oc1ccc2ccccc2c1C=NC12CN3CCN(CN(C3)C1)C2,3,-32
O=C(Nc1ccc(-c2nc3ccccc3o2)cc1)c1ccc2c(c1)OCO2,0,0
CCCCOP(=O)(c1ccc(N(C)C)cc1)C(O)c1ccccc1F (centres undefined),1,10
O=C(CSc1nc2ccccc2[nH]1)Nc1cc(C(F)(F)F)ccc1N1CCOCC1,-3,17
CC(=O)O[C@H]1C[C@@H]2CC[C@@H]3[C@H](CC[C@@]4(C)[C@H]3C[C@H]([N+]3(C)CCCCC3)[C@@H]4OC(C)=O)[C@@]2(C)C[C@@H]1[N+]1(C)CCCCC1,-2,6
CSc1nc2sc3c(c2c2nnnn12)CCC3,4,9

# Record cards, from the list above:
# CSc1nc2sc3c(c2c2nnnn12)CCC3 across the screens: TNAP inh pNP: 4; TNAP inh Pi: 9
# COc1cc(NC(=O)c2cccs2)c(OC)cc1NC(=O)c1ccco1 across the screens: TNAP inh pNP: -2; TNAP inh Pi: 2

# Remaining list, next part
SMILES,TNAP inh pNP,TNAP inh Pi
CCOC(=O)C1=C(C)N(C)C(=O)NC1c1cc2c(cc1Br)OCO2 (centres undefined),6,9
CCOc1cc(C)nc(Oc2ccc(=O)[nH]n2)n1,1,-26
O=C(c1ccc2c(c1)OCCO2)N(c1ccccn1)C1CCCCC1,-2,12
O=C(Nc1ccccc1NC(=O)c1c(F)c(F)c(F)c(F)c1F)c1c(F)c(F)c(F)c(F)c1F,2,8
Cc1cc(S(=O)(=O)NCC(C)C)ccc1OCC(=O)NCc1ccccn1,-1,2
O=C(COc1ccc(F)cc1)OCCN1CCOCC1,2,9
COC(=O)[C@@H](NC(=O)NC1CCCc2ccccc21)C(C)C (some centres undefined),3,13
CC(C)CCNC(=O)CN(CCCN1CCOCC1)C(=O)Cn1nnc(-c2ccc(F)cc2)n1,1,-19
CC1(C)CC(C(=O)Nc2nccs2)CCO1 (centres undefined),3,8
O=c1cc(N2CCCCC2)nc2n1CCCS2,0,0
Cc1ccc(NS(=O)(=O)c2ccc(CCC(=O)N3CCOCC3)cc2)cc1,5,14
O=S(=O)(c1cccc2cccnc12)n1cnc2ccccc21,2,9
CCOC(=O)c1sc(N)c(C#N)c1CSc1nc2ccc(OCC)cc2[nH]1,6,-15
Cc1ccc(-c2nnn(CC(=O)NCC3COCCO3)n2)o1 (centres undefined),1,-21
CCCn1c(NCc2ccc(C)o2)nc2ccccc21,8,-16
CCCCCCN1C(=O)C(O)=C(C(C)=O)C1c1ccc(Cl)cc1 (centres undefined),-1,6
CCc1c(C)sc(NC(=O)c2ccco2)c1C(=O)N1CCCCC1,4,12
CCSc1nnc(NC(=O)NCC(F)(F)F)s1,-3,-4
Cc1cc(C)n(CC(=O)n2nc(C)cc2C)n1,1,-10
O=C(NCCNC(=O)C1CC2CCC1C2)C1CC2CCC1C2 (centres undefined),4,9
Cc1c(N=Cc2ccco2)c(=O)n(-c2ccccc2)n1C,1,9
O=S(=O)(Nc1ccc2c(c1)OCO2)c1cccs1,4,13
O=C(O)C1(NS(=O)(=O)c2ccc(F)c(Cl)c2)CCCCC1,6,8
COc1ccc(CCC(=O)N2CC(C)OC(C)C2)cc1 (centres undefined),0,0
CCN1CCN(Cc2cc(=O)oc3cc(C)cc(C)c23)CC1,4,-8
COCCNC(=O)c1c(N)sc2c1CCCC2,2,10
COc1ccccc1NC(=O)CNS(=O)(=O)c1ccccc1,4,-10
Clc1ccc(Cc2noc(CN3CCN(c4ccccc4)CC3)n2)c(Cl)c1,2,2
CCc1nnc(NC(=O)CSc2nnc(Cc3ccccc3)o2)s1,2,19
O=C(CCC(=O)N(Cc1ccco1)C(C(=O)NC1CCCC1)c1ccncc1)Nc1cccnc1 (centres undefined),6,18
Cc1cccc(Nc2nc(NC(C)C)nc(Oc3ccc(=O)n(C)n3)n2)c1,-1,2
COc1ncnc2c1oc1nc(C(C)C)c3c(c12)CC(C)(C)OC3,3,-20
CC(=O)Nc1nc(=S)n(-c2ccccc2)[nH]1,3,7
COc1ccc(-c2cn3ccsc3n2)cc1,2,1
COC(=O)CNC(=O)C(Cc1c[nH]c2ccccc12)NC(=O)OC(C)(C)C (centres undefined),0,5
Cc1nn(-c2ccccc2)c(Cl)c1C1C(C#N)=C(N)Oc2n[nH]c(C)c21 (centres undefined),-4,0
COc1cc(S(=O)(=O)N2CCN(C)CC2)c(OC)cc1Br,1,6
COc1ccc(CCNC(=O)c2ccc(=O)[nH]n2)cc1OC,2,4
CCOc1ccc(C(=O)c2cccs2)cc1,3,8
CCn1c(SCC(=O)Nc2ccc3c(c2)OCCO3)nnc1-c1ccco1,4,3
COc1ccc(N2CCN(C(c3cc4ccc(C)cc4[nH]c3=O)c3nnnn3C3CCCC3)CC2)cc1 (centres undefined),15,25
COc1ccc(CN2CCN(c3ccccn3)CC2)cc1OCc1ccccc1,4,-1
Cc1ccc2[nH]c(=O)c(CN(CCc3ccccc3)C(=O)N3CCOCC3)cc2c1,4,7
O=C(NC1CCCCCC1)C1CCN(S(=O)(=O)c2ccccc2)CC1,6,-3
O=C(CSc1nnc2c3c4c(sc3ncn12)CCCC4)NCc1ccco1,7,8
CCOc1ccc(NCc2nnc(SCC(=O)Nc3cc(C)on3)n2-c2ccc(OC)cc2)cc1,5,1
CN1CCN(C(=O)Nc2cccc3ccccc23)CC1,0,0
O=C1Nc2ccccc2C1(O)Cc1ccncc1 (centres undefined),4,6
CCOC(=O)c1cc2c(ccn2C)n1CC(=O)N1CCC(Cc2ccccc2)CC1,6,8
O=S(=O)(NCc1cccnc1)c1cccs1,6,-8
CCOCCCn1c(SCC(=O)NC(C)(C)C)nc2ccccc2c1=O,5,14
OCC12COC(c3ccccc3)N1C(c1ccccc1)OC2 (centres undefined),1,7
Cn1c(SCC(=O)N2CCOCC2)nnc1-c1cccc(NC(=O)c2ccccc2F)c1,3,-11
CC(C)(C)C1=Nn2c(nnc2-c2ccco2)SC1,6,12
O=C(Nc1ccc2c(c1)OCCO2)C1CCC1,3,13
COCc1[nH]nc2c1C(c1ccc(OC)cc1)C(C#N)=C(N)O2 (centres undefined),1,8
C=CCOc1nc2c(c(=O)n(C)c(=O)n2C)n1Cc1c(Cl)cccc1Cl,4,-2
CCN(CC)C(=O)CSc1nnc(-c2cnccn2)n1-c1ccccc1,5,7
CCc1nc(-c2ccccc2O)n(-c2ccccc2)n1,6,9
COCCNc1cc(C)c(C#N)c2nc3ccccc3n12,-8,-5

# (continued)
SMILES,TNAP inh pNP,TNAP inh Pi
Cc1c(Br)cc(C(=O)O)c(C)c1C,-2,5
Cc1occc1-c1nnc(SCc2nnc(-c3ccc(Cl)cc3)o2)n1C,3,8
COc1ccc(CNC(=O)Nc2ccc(C)cc2)cc1,1,7
Cc1cc(C)n2cc(CSc3nnnn3-c3ccccc3)nc2n1,4,11
CS(=O)(=O)N(CCc1ccccc1)CC(=O)NCC1CCCO1 (centres undefined),0,0
COc1ccccc1C(=O)Nc1ccc2c(c1)nc1n2CCSC1,-1,-17
Cc1ccc2c(n1)sc1c(N)ncnc12,6,12
O=c1cnc2ccccc2n1CC1CCCCC1,2,5
Cc1ccc(S(=O)(=O)NCC(=O)OCN2C(=O)c3ccccc3C2=O)cc1,0,-17
CCn1c(SCC(=O)NCc2ccco2)nnc1-c1cccs1,6,10
Cc1ccc(-c2nnn(CCC(=O)Nc3ccc4c(c3)OCO4)n2)cc1,9,4
CCN(CC)CCOC(=O)C12CC3CC(CC(C3)C1)C2,2,0
N=C1C(c2nc(-c3ccc(Cl)cc3)cs2)=C(O)CN1CCCN1CCOCC1,-5,1
COc1ccc2[nH]c(=O)c(-c3noc(-c4ccc(F)cc4)n3)cc2c1,3,9
Cc1ccc(S(=O)(=O)N2C(=O)CCC2C(=O)NCc2ccco2)cc1 (centres undefined),0,6
CN(C)c1ccc(-c2nn3c(-c4ccncc4)nnc3s2)cc1,6,7
COc1ccc(C(=O)COC(=O)CN2C(=O)C3C4C=CC(C4)C3C2=O)cc1 (centres undefined),3,9
Cc1cc(NC(=O)C(C)C)ncc1NC(=O)c1cccc(F)c1,4,12
Cc1cc(Br)ccc1NC(=O)C1CCCO1 (centres undefined),0,0
COc1ccc(Cl)cc1C(=O)Nc1nnn(C)n1,6,5
CCCN1C2CCCC1CC(NC(=O)c1ccc(F)cc1)C2 (centres undefined),3,0
CC(=O)Nc1cccc(Oc2cc(C#N)c(C#N)cc2N2CCCCCC2)c1,4,3
Cn1c(N2CCCCC2)nc2c1c(=O)n(Cc1cccc(Br)c1)c(=O)n2C,0,9
CN(C)c1nc(SCCOC(=O)Nc2ccccc2)nc(N(C)C)n1,-5,-1
COc1ccc2[nH]c(=O)c(CN(C(=O)COc3ccccc3)C(C)C)cc2c1,-16,-10
Cc1c(Cl)c(C(F)(F)F)nn1CC(=O)N1CCSCC1,-1,4
Cc1c(C(=O)OC(C)CCN(C)C)oc2ccccc12 (centres undefined),-11,-3
Cc1ccc2[nH]c(=O)c(CN(Cc3nnnn3Cc3ccccc3)C3CCCC3)cc2c1,-12,-2
Cc1cc(NC(=O)CCCC(=O)O)nc(C)n1,2,9
O=C1CNC(=O)N1Cc1ccc(Br)cc1,3,-18
CCCn1c(SCC(=O)Nc2nnc(C)s2)nnc1-c1ccoc1C,5,0
COc1ccc(Nc2oc(COc3cccc(C)c3)nc2C#N)cc1,4,6
N#Cc1cc2c(=O)n3ccccc3nc2n(CCCn2ccnc2)c1=N,-6,18
COc1ccc(NC(=O)c2ccco2)cc1NC(=O)c1cccnc1,0,0
COc1ccccc1N(CC(=O)Nc1ccccc1C(=O)NC(C)C)S(C)(=O)=O,7,9
Cc1ccc(C(=O)Nc2ncc3c(n2)CC(c2ccco2)CC3=O)cc1 (centres undefined),4,9
Cc1ccccc1NC(=O)c1nc[nH]c1C(=O)NCc1ccccc1,2,12
CS(=O)(=O)N1CCc2cc(S(=O)(=O)N3CCN(Cc4ccc5c(c4)OCO5)CC3)ccc21,5,-19
COc1cccc2cc(-c3cn4cccc(C)c4n3)c(=O)oc12,1,7
CCCCOc1ccc(C(=O)OC2CC(C)N(C)CC2C)cc1 (centres undefined),0,4

# Reformatted with values under each structure: entries from further up.
# Values run as follows: TNAP inh pNP	TNAP inh Pi
O=P(OC1CCS(=O)(=O)C1)(c1ccccc1)c1ccccc1 (centres undefined)
 : 5	1
COc1ccc(CNC(=O)Nc2ccc(C)cc2)cc1
 : 1	7
O=C(CSc1nnc2c3c4c(sc3ncn12)CCCC4)NCc1ccco1
 : 7	8

# Quoted at random: 2 entries already listed
SMILES,TNAP inh pNP,TNAP inh Pi
Cc1cc(C)n(-c2ccc(C(=O)Nc3ccccn3)cc2)n1,5,12
COc1cc(S(=O)(=O)N2CCN(C)CC2)c(OC)cc1Br,1,6

# More results.
SMILES,TNAP inh pNP,TNAP inh Pi
CC1(C)Cc2nc(NCCCO)c(C#N)cc2CO1,-3,-4
Cc1ccc(N2CCN(S(=O)(=O)c3ccc(F)c(C)c3)CC2)c(C)c1,-26,-68
CC(C)(C)NC(=O)c1ccccc1-c1nc(-c2ccccc2Cl)no1,3,9
CCc1ccccc1N1CCN(S(=O)(=O)c2ccc(F)c(C)c2)CC1,4,10
CCc1nc2ccccc2n1CCC(C)C,2,7
CCCSc1nsc(SCCC)c1C(N)=O,4,-22
CCn1c(SCC(=O)Nc2nc(C)cs2)nnc1-c1cccnc1,5,10
Cc1ccc(-c2nnc3n2N=C(c2ccccc2Br)CS3)cc1,-1,4

# By substructure, the compounds so far containing a COOH group
SMILES,TNAP inh pNP,TNAP inh Pi
O=C(O)C1(NS(=O)(=O)c2ccc(F)c(Cl)c2)CCCCC1,6,8
Cc1c(Br)cc(C(=O)O)c(C)c1C,-2,5
Cc1cc(NC(=O)CCCC(=O)O)nc(C)n1,2,9

# High-throughput results: PubChem, Sanford-Burnham Center for Chemical Genomics
